FID counter: compounds displacing fluorescent DNA intercalator, primary screen, artefact control for HCV NS3 helicase inhibitor project, biochemical, FID fluorescence | DNA fluorescent intercalator displacement | inhibition, % at 7.9 µM | actives 0.17% (n = 290,000) | AID 1845, 2009; in the data active means inhibition above about 37%;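 further: 0% = vehicle and 100% = reference compound; higher means more ethidium bromide displaced from hairpin DNA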
SUMO HTRF inh: inhibitors of in vitro SUMOylation cascade, primary screen, biochemical, HTRF, uHTS. AID 2006, 2009. HTRF SUMOylation assay, SAE1/SAE2 + UBC9. inhibition, % at 35 µM. SUMO-conjugating enzyme UBC9 (Homo sapiens), P63279. actives 0.36% (n = 290,000); in the data active means inhibition above about 50%, passing the limit was not always enough; further: strong numbers were not always called active
Target sequence (P63279 whole entry, looked up): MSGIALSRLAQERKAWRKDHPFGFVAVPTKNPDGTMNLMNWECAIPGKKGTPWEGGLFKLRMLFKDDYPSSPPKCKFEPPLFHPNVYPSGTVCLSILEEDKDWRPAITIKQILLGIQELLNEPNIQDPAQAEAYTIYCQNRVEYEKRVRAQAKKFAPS
MEKK2 mut-MEK5: MEK5 binding signal on mutant MEKK2 PB1, primary screen, biochemical, multiplex bead flow cytometry, Alexa488-MEK5 | Alexa488-MEK5 binding to MEKK2 mutant | percent response, % at 10 µM | actives 0.35% (n = 290,000); in the data active means percent response above about 24%, passing the limit was not always enough; further: inactives centre near 1; some results filed as inactive read as strong as hits
GalR3 antag: GalR3 antagonists in HEK293 cells, primary screen, cell-based, fluorescence readout | actives 0.44% (n = 360,000) | inhibition, % at 3 µM | HEK293 GalR3-CNG cAMP membrane potential fluorescence; galR3 body fused to GalR1 C-terminus;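 active means inhibition above the screen-wide average plus 3 SD, cut at about 13% in these data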;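 further: forskolin and galanin both at EC90 stimulate the cells; cAMP rise reported by CNG channel membrane potential dye signal; 0% = forskolin plus galanin with DMSO and 100% = forskolin alone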
CRFBP-R2 block: antagonists of CRF-BP/CRF-R2 complex, primary screen, cell-based, HEK293, calcium dye fluorescence, uHTS; CRF-induced calcium fluorescence; inhibition, % at 11.8 µM; actives 0.59% (n = 350,000); AID 588475, 2011;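 active means inhibition of the ligand-induced calcium signal above about 50% at the single tested concentration, limit read from the data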
CRFR2-BP ag: agonists of CRF-BP/CRF-R2 complex, primary screen, cell-based, HEK293, calcium dye fluorescence, uHTS. CRF-binding protein / CRF receptor 2 complex (human). calcium dye fluorescence (FLIPR); percent of saturating CRF peptide response. activation, % at 13.2 µM. actives 0.46% (n = 350,000). AID 588473, 2011;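 active means activation of at least 50%, plus an integration ratio under a set limit after plate pattern correction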;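 further: plate controls were neutral control wells without compound for no effect and CRF at EC100 for full effect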
MEKK3 PB1 HTS: modulators of MEKK3-MEK5 PB1 binding, primary screen, biochemical, wildtype MEKK3, multiplex bead flow cytometry, Alexa488-MEK5 | binding response (% of control), % at 10 µM | actives 1.4% (n = 290,000) | Mitogen-activated protein kinase kinase kinase 3 (Homo sapiens), Q99759 | bead-based flow cytometry, Alexa488-MEK5 binding to MEKK3; actives lie on both sides; 0 = blocked by unlabeled MEK5, 100 = vehicle;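 active means binding response more than 3 SD above or below the average of its plate-row segment, actives on both sides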;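 further: Alexa488 bead fluorescence after subtracting the streptavidin-only scavenger bead signal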
Target sequence (Q99759 whole entry, looked up): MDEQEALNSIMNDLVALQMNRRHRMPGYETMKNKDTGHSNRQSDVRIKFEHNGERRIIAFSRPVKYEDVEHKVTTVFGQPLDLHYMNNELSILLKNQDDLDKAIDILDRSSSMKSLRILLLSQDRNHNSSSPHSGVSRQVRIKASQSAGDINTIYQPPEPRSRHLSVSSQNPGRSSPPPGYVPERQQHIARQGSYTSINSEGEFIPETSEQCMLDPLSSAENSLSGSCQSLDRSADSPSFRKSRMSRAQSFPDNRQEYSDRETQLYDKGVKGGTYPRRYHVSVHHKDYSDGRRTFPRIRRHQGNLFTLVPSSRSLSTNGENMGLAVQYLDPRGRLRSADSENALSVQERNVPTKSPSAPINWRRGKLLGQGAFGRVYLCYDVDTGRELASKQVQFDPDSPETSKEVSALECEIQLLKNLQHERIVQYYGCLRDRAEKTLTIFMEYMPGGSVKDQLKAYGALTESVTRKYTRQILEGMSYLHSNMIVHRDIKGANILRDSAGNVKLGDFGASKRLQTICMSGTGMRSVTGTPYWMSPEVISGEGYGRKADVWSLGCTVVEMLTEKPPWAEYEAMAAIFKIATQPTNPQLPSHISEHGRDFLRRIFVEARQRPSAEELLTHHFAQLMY
NS3 helicase inh: inhibitors of HCV NS3 helicase, primary screen, biochemical, Cy5 molecular beacon fluorescence. inhibition, % at 10.9 µM. Hepatitis C virus NS3 helicase. NS3 helicase DNA unwinding. actives 0.56% (n = 290,000);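 active means inhibition above the mean of all tested compounds plus 3 SD, set per campaign, cut at about 35% in these data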;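 further: 0% = DMSO wells and 100% = thioflavine S control wells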
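assay system = NS3 helicase fragment of HCV | buffer or medium = MOPS pH 6.5, MgCl2, DTT, Tween20, BSA | timing = 60 min unwinding reaction at 25 °C after ATP addition | signal = Cy5 beacon fluorescence read at start and 1 h | read-out basis = % inhibition of unwinding | control set = low DMSO, high thioflavine S at 110 µM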
MEKK2wt PB1 HTS: modulators of MEK5 binding to wildtype MEKK2, primary screen, biochemical, multiplex bead flow cytometry, Alexa488-MEK5; actives 1.1% (n = 290,000); binding response (% of control), % at 10 µM; AID 1531, 2009; Mitogen-activated protein kinase kinase kinase 2 (Homo sapiens), Q9Y2U5; Alexa488-MEK5 binding to MEKK2 WT; actives lie on both sides; in the data active means binding response below about 67% or above about 130%
Numbers without * were called inactive; . = not tested or not shown. An excerpt; rates above refer to the full screens.

SMILES	FID counter	SUMO HTRF inh	MEKK2 mut-MEK5	GalR3 antag	CRFBP-R2 block	CRFR2-BP ag	MEKK3 PB1 HTS	NS3 helicase inh	MEKK2wt PB1 HTS
O=C1NC(=O)C(=Cc2coc3ccc(O)cc3c2=O)C(=O)N1	-2	15	-9	-3	16	-1.8	81	7	88
CC1(C)CN=C(Nc2ccccc2C(F)(F)F)S1	-9	1	-3	-5	-18	0.5	99	7	101
CN1CCN(c2nc(N(C)C)oc(=O)c2C#N)CC1	2	-11	9	-3	9	-1.1	109	-7	103
NNC(=O)c1ccc(Cl)cc1	-4	0	2	-1	-4	-0.1	83	-12	99
N#Cc1c(Cl)nc(Cl)c2c1CCN(Cc1ccccc1)C2	0	35	2	-7	8	2.5	183*	-2	114
CCN1CCC(NCC2CCCCC2)CC1	11	12	12	-10	-14	10	109	6	117
COc1ccc(OC)c(NC(=O)N2C[C@H]3C[C@@H](C2)c2cccc(=O)n2C3)c1	2	5	-4	2	-6	-0.5	95	1	97
Nc1cc(N2CCNCC2)ccc1[N+](=O)[O-]	3	-8	2	-3	13	-0.2	114	0	105
COc1cccc(OC)c1C(=O)NC(=S)N1C[C@H]2C[C@H](C1)c1cccc(=O)n1C2	-4	4	2	0	9	-1.4	103	-7	103
COc1ccc(NC(=O)C2C3CCC(O3)C2C(=O)O)c(OC)c1 (configuration not stated)	2	14	3	-7	5	2.2	100	-2	101
CC(=NCc1ccc2c(c1)OCO2)c1c(O)n(Cc2ccccc2)c(=O)[nH]c1=O	-9	14	0	-6	-15	1.5	104	4	104
Cc1ccc2c(c1)CC1(CN2C)C(=O)NC(=O)N(c2cccc(C)c2C)C1=O (configuration not stated)	-15	-5	0	1	13	-0.2	96	-5	97
CCN(CC)CCOC(=O)c1ccc(N=Cc2c(O)[nH]c(=O)[nH]c2=O)cc1	0	9	4	-6	-7	6.1	111	4	107
Cc1ccc2nc(C)n(-c3ccc(F)cc3)c(=O)c2c1	-4	8	-5	-8	4	-1.9	101	-5	104
COc1ccc(Br)cc1CNCCc1cccc(Cl)c1	20	-4	14	-13	-4	-0.7	108	-26	130
NC(=S)c1cn(C2OC(CO)C(O)C2O)c2ncnc(N)c12 (configuration not stated)	-1	13	4	51*	-19	6.1	106	-8	94
Cc1ccc2c(c1)N(CCC(=O)N1CCC3(CC1)OCCO3)C(=O)CO2	-12	-2	1	-3	-11	-0.2	104	7	98
Cn1cc(C(=O)Cc2ccccc2)c2ccccc21	-6	-2	0	-1	16	-4.7	110	4	105
CCOC(=O)c1c(C)[nH]c(C(=O)C(C)N2CCCC2)c1C (configuration not stated)	3	9	4	-4	-5	2.8	103	2	105
COP(=O)(OC)C(NC(=O)C(C)(C)C)=C(Cl)Cl	-1	24	-3	-4	-3	0.5	101	7	99
O=c1c2ccccc2nc(/C=C/c2ccc(O)c(O)c2)n1-c1ccccc1	-21	13	10	7	-16	6.2	107	29	104
COc1ccc(CN2C(=O)NC(=O)/C(=C\c3cccc(OC)c3OC)C2=O)cc1	-30	17	-13	2	-32	-0.2	102	1	79
OC(Cn1c2ccccc2c2ccccc21)C[n+]1cccc2ccccc21 (configuration not stated)	24	34	-2	-8	-5	-1.6	76	-52	113
O=C1CN(O)C(c2ccccc2)=c2cc(Br)ccc2=N1	0	-2	8	-8	-2	-0.6	103	-2	107
CN1CCC(=O)N(CCN=[N+]=[N-])CC1	-6	14	9	2	1	-0.6	104	25	105
CCn1c(=O)n(CC(=O)N2CCC3(CC2)OCCO3)c(=O)c2ccccc21	-8	20	-2	-3	0	-0.8	99	0	100
CN1/C(=C\C=C\C2=[N+](C)c3ccc4ccccc4c3C2(C)C)C(C)(C)c2ccccc21	-397	-3	-21	.	.	.	89	33	.
COC(=O)C1=CO[C@H](C)[C@H]2CN3CC[C@@]4(C(=O)Nc5ccccc54)[C@@H]3C[C@H]12	.	.	3	6	-9	-0.9	103	.	102
CCCC(=O)NC(Oc1ccc(Cl)cc1Cl)C(Cl)(Cl)Cl (configuration not stated)	0	15	-3	8	7	-0.3	101	8	99
CCOP(=O)(OCC)c1ccc(OP(=O)(c2cccc([N+](=O)[O-])c2)c2cccc([N+](=O)[O-])c2)cc1	1	14	3	-4	6	-0.1	102	-3	105
CC[N+]1(C)CCCC(OC(=O)C(O)(c2ccccc2)c2ccccc2)C1 (configuration not stated)	4	-12	2	.	-32	1.4	106	-1	107
NC(=O)CSP(=O)(c1ccccc1)c1ccccc1	3	5	3	-6	1	-1.2	104	-4	113
CCCCn1c(O)c(C(C)=NCCCN(C)C)c(=O)[nH]c1=O	1	21	-3	-4	0	-2.6	95	2	99
CCc1ccc(NC(=O)C(C)OC(=O)c2c(C)nn(Cc3ccccc3)c2Cl)cc1 (configuration not stated)	-7	-14	5	-6	-37	6.1	103	9	124
CCOc1cc(/C=C2/C(=O)NC(=O)N(c3ccc(CC)cc3)C2=O)ccc1OC(=O)c1cccs1	-21	-5	-2	.	-36	-3.7	100	8	87
O=C(O)Cn1cc(/C=C2\C(=O)NC(=O)N(c3ccc(Br)cc3)C2=O)c2ccccc21	-12	15	0	-10	-16	9.6	98	49*	98
CC12CN3CC(C)(CN(C1)P3(=O)Oc1ccccc1)C2=O (configuration not stated)	4	18	14	-3	10	-1.3	105	-3	111
CC1CCCN(CC(=O)N2CCCc3ccccc32)C1 (configuration not stated)	1	4	3	-10	-7	4.0	97	4	97
CCCCP(=O)(O)CCC(=O)O	2	20	7	0	-4	-0.1	102	-1	103
Cc1cc2oc(=O)cc(-c3cc4ccccc4o3)c2cc1OC(=O)N(C)C	-25	18	-3	-9	-10	0.3	101	-11	95
CCc1ccccc1N1C(=O)NC(=O)/C(=C\c2cc(C)n(C)c2C)C1=O	-23	-8	-1	-1	11	-1.3	104	19	104
Fc1cccc(CN2CCN(c3ccc(Cl)cc3)CC2)c1	-3	-1	-3	-9	-28	0.2	95	-17	97
O=C1C2(c3ccccc3)CN3CN(C2)CC1(c1ccccc1)C3	-14	7	4	-4	26	-2.9	104	-1	102
O=C1CC(=O)N(c2cccc(Br)c2)C(=O)N1	-12	4	6	-9	-11	19	105	23	108
CCCCNC(=O)NC(C(N)=O)P(=O)(OCC)OCC (configuration not stated)	0	8	-19	-5	0	-2.4	68	7	75
COc1ccc(N2C(=O)NC(=O)/C(=C/c3ccc([N+](=O)[O-])s3)C2=O)cc1	-8	51*	1	-9	-6	0.3	103	39*	99
O=C1NC(=O)C(CCc2ccncc2)(Cc2ccc(OCc3ccccc3)cc2)C(=O)N1	-5	13	8	-3	8	-0.1	100	10	99
CC(=O)OC1N=C(c2ccccc2)c2cc(Br)ccc2N(C)C1=O (configuration not stated)	-3	16	.	-4	-4	-8.5	.	0	.

Reformatted with values under each structure: entries from further up.
Below each compound – FID counter	SUMO HTRF inh	MEKK2 mut-MEK5	GalR3 antag	CRFBP-R2 block	CRFR2-BP ag	MEKK3 PB1 HTS	NS3 helicase inh	MEKK2wt PB1 HTS
CC12CN3CC(C)(CN(C1)P3(=O)Oc1ccccc1)C2=O (configuration not stated)
 : 4	18	14	-3	10	-1.3	105	-3	111
CC1CCCN(CC(=O)N2CCCc3ccccc32)C1 (configuration not stated)
 : 1	4	3	-10	-7	4.0	97	4	97
CCCCP(=O)(O)CCC(=O)O
 : 2	20	7	0	-4	-0.1	102	-1	103
Cc1cc2oc(=O)cc(-c3cc4ccccc4o3)c2cc1OC(=O)N(C)C
 : -25	18	-3	-9	-10	0.3	101	-11	95
CCc1ccccc1N1C(=O)NC(=O)/C(=C\c2cc(C)n(C)c2C)C1=O
 : -23	-8	-1	-1	11	-1.3	104	19	104
Fc1cccc(CN2CCN(c3ccc(Cl)cc3)CC2)c1
 : -3	-1	-3	-9	-28	0.2	95	-17	97
O=C1C2(c3ccccc3)CN3CN(C2)CC1(c1ccccc1)C3
 : -14	7	4	-4	26	-2.9	104	-1	102
O=C1CC(=O)N(c2cccc(Br)c2)C(=O)N1
 : -12	4	6	-9	-11	19	105	23	108
CCCCNC(=O)NC(C(N)=O)P(=O)(OCC)OCC (configuration not stated)
 : 0	8	-19	-5	0	-2.4	68	7	75
COc1ccc(N2C(=O)NC(=O)/C(=C/c3ccc([N+](=O)[O-])s3)C2=O)cc1
 : -8	51*	1	-9	-6	0.3	103	39*	99
O=C1NC(=O)C(CCc2ccncc2)(Cc2ccc(OCc3ccccc3)cc2)C(=O)N1
 : -5	13	8	-3	8	-0.1	100	10	99
CC(=O)OC1N=C(c2ccccc2)c2cc(Br)ccc2N(C)C1=O (configuration not stated)
 : -3	16	.	-4	-4	-8.5	.	0	.

Next results:
SMILES	FID counter	SUMO HTRF inh	MEKK2 mut-MEK5	GalR3 antag	CRFBP-R2 block	CRFR2-BP ag	MEKK3 PB1 HTS	NS3 helicase inh	MEKK2wt PB1 HTS
CC(C)CN(C(=O)CN1CC=C(c2ccccc2)CC1)c1c(N)n(CC(C)C)c(=O)[nH]c1=O	-2	16	0	-3	-10	-0.6	100	0	99
O=C(Cn1cc(C(=O)c2ccccc2F)c2ccccc21)NC1CC1	-2	1	-39	-1	-3	2.1	102	0	96
CCOC(=O)c1c(C)n(CCOC)c2ccc(O)cc12	5	-6	5	-5	15	-2.5	105	-6	113
C=CCN(CC=C)C(=O)Nc1ccc(OCC)cc1	-7	6	-3	-6	4	-0.1	97	18	99
O=C1NC(=O)N(Cc2ccco2)C(=O)/C1=C\c1ccc(-c2ccc(F)cc2)o1	-15	40	0	1	-71	19	101	30	92
COc1ccc(CN2C(=O)NC(=O)/C(=C\c3ccco3)C2=O)cc1	-19	14	-3	-4	-26	1.8	86	30	89
CCOC(=O)c1ccccc1NC(=O)c1c(O)[nH]c(=O)[nH]c1=O	.	.	2	-4	7	-1.7	103	.	103
COc1cccc(CN2CCN(C(=O)Cc3ccccc3OC)CC2)c1	-20	8	1	-12	19	-1.9	104	-2	108
CCCCn1c(N)c(C(=O)OCC2CCCO2)c2nc3ccccc3nc21 (configuration not stated)	-20	92	6	.	13	-5.8	106	3	109

High-throughput results: PubChem, several laboratories
